Pol eta inh: inhibitors of human DNA polymerase eta. Q9Y253. recombinant Pol eta, fluorescent DNA replication assay. Potency, µM (doses to about 114 µM), without a hit: at the highest dose activity change, negative = inhibition, hits mostly inhibitors. 390,000 compounds, 1.2% hits. AID 588591; note: % is set by controls: 0 for no effect and ±100 for the full control effect
Target sequence (Q9Y253 whole entry, looked up): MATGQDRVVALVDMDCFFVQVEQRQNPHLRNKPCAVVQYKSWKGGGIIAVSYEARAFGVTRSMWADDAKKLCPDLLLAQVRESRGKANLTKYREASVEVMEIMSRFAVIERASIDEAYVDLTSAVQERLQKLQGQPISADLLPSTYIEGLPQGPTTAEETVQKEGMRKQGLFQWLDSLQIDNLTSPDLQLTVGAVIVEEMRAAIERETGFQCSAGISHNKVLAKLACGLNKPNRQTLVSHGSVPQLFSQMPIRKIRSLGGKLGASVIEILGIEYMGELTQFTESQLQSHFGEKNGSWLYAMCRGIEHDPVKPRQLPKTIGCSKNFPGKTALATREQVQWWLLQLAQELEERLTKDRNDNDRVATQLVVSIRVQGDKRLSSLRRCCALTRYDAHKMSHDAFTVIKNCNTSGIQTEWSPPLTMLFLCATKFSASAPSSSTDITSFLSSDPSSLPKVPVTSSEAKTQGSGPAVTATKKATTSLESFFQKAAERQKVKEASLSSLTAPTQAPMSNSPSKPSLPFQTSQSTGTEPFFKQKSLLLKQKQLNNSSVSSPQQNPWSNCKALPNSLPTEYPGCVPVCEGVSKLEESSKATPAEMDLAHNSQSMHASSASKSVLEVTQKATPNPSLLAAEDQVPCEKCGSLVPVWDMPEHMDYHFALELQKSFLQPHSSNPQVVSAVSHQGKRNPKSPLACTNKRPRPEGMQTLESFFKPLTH
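Pol eta (10 nM) was preincubated with compounds for 15 min at room temperature, after which fluorescent replication substrate (50 nM final) was added to start the reaction. Fluorescence was read kinetically at 0 and 10 min.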
Anesthetic bind: binds horse apoferritin like a general anesthetic; Potency, µM (series often up to 77.5 µM), without a hit: top-dose activity change, negative = displacement, usual class: inhibitors; P02791; 350,000 compounds, 0.074% hits; apoferritin/1-aminoanthracene competitive binding, fluorescence; note: % is set by controls: 0 for no effect and ±100 for the full control effect; nearly all actives have a fitted effect of over 20% in size
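Horse-spleen apoferritin (10 uM) was mixed with 50% saturated 1-aminoanthracene in PBS, exposed to compounds for 10 min at room temperature, and read for fluorescence (ex 380 nm, em 535 nm). Competitive displacement was fitted with a four-parameter Hill equation.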
Pol beta inh: blocks human DNA polymerase beta activity. Pol beta primer extension/strand displacement, fluorescence kinetic. Potency, µM (doses to about 114 µM), without a hit: top-dose activity change, negative = inhibition, actives largely listed as inhibitors. 340,000 compounds, 1.3% hits. AID 485314. P06746; note: % is set by controls: 0 for no effect and ±100 for the full control effect
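Pol beta (10 nM) and compounds were preincubated 15 min at room temperature, then 50 nM substrate (final) started primer extension/strand displacement. Reads were taken at 0 and 10 min; concentration-response data were fitted to a four-parameter Hill equation.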
BLM helicase inh: blocks DNA unwinding by human BLM helicase | recombinant BLM DNA unwinding, fluorescence dequenching | Potency, µM (highest dose often 56.1 µM), inactives show top-dose activity change, negative = inhibition, hits mostly inhibitors | 350,000 compounds, 0.2% hits;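 note: plate controls were vehicle for no effect and no enzyme for full effect; nearly all actives have a fitted effect of over 35% in size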
Pol iota inh: blocks human DNA polymerase iota activity; Q9UNA4; Pol iota fluorescent replication assay, 10 min; Potency, µM (top dose mostly 115 µM), for inactives: top-dose activity, negative = inhibition, actives largely listed as inhibitors; 390,000 compounds, 1% hits; AID 588590
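Fluorescent replication assay read twice, at 0 min and 10 min after adding 50 nM (final) substrate. Enzyme (10 nM) and compounds were first incubated 15 min at room temperature; enzyme-free buffer wells were negative controls.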
Pol kappa inh: inhibitors of human DNA polymerase kappa; Potency, µM (top dose mostly 107 µM), for inactives: at the highest dose activity, negative = inhibition, actives largely listed as inhibitors; 400,000 compounds, 0.53% hits; AID 588579; purified Pol kappa, fluorescent DNA synthesis assay, 10 min; note: % is set by controls: 0 for no effect and ±100 for the full control effect
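Kinetic fluorescence screen: compound preincubated 15 min RT with 10 nM enzyme; 50 nM substrate (final) initiates; reads at 0/10 min.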
APEX1 inh: APE1 (human) endonuclease inhibition | 350,000 compounds, 0.35% hits | recombinant APE1, TAMRA/BHQ-2 abasic DNA cleavage fluorescence | AID 2517 | Potency, µM (series often up to 65.8 µM), without a hit: at the top dose activity change, negative = inhibition, most hits filed as inhibitors;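 note: plate controls were vehicle for no effect and reference inhibitor for full effect; nearly all actives have a fitted effect of over 55% in size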
Target sequence (P27695 whole entry, looked up): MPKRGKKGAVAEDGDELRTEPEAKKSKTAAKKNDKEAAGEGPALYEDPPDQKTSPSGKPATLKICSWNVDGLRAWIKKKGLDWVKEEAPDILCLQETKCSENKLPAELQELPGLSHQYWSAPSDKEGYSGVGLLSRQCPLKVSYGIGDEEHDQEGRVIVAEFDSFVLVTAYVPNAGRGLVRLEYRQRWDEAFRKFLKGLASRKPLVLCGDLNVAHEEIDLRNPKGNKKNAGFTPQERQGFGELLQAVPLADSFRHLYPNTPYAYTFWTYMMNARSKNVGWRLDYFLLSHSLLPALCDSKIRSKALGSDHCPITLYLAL
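Enzyme (0.75 nM final) and test compound are incubated 15 min at room temperature before adding 50 nM quenched THF abasic-site duplex. Cleavage dequenches TAMRA, followed at 525/598 nm over three reads one minute apart.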
G9a inh: G9a (human) methyltransferase inhibition | Q96KQ7 | G9a H3K9 monomethylation, AlphaScreen, 2 h | Potency, µM (highest dose often 102 µM), without a hit: at the highest dose activity, negative = inhibition, actives largely listed as inhibitors | 350,000 compounds, 8.8% hits | AID 504332; note: % is set by controls: 0 for no effect and ±100 for the full control effect; nearly all actives have a fitted effect of over 75% in size
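Readings reflect AlphaScreen signal from monomethyl-H3K9 antibody detection. HMT at 20 nM; substrate b-H3K9 500 nM; cofactor SAM 20 uM; 2 h RT reaction; compounds tested as titrations in qHTS with 15 min preincubation.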
BAZ2B block: blocks human BAZ2B | Q9UIF8 | AlphaScreen BAZ2B-H3K14Ac peptide displacement | Potency, µM (top dose mostly 114 µM), without a hit: at the top dose activity change, negative = inhibition, hits mostly inhibitors | 360,000 compounds, 4.4% hits | AID 504333; note: % is set by controls: 0 for no effect and ±100 for the full control effect; nearly all actives have a fitted effect of over 60% in size
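Inhibition is scored as reduced AlphaScreen emission. The BAZ2B/b-H3(5-23)K14Ac complex (50 nM each) in PBS pH 7.4, 0.01% Tween-20 meets compound (up to 110 uM) for 30 min at RT before bead addition.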
An asterisk follows results filed as active; i = inactive; ? = inconclusive; / = not tested or not shown; ! = not confirmed by another sample; [ ] = dose if it differs, or a comment. Calls come from the whole dose curve; as a rule, active = well fitted curve in the direction sought with a large enough effect; inconclusive = small, poorly fitted or top-dose-only effect, or another doubt; inactive = no such curve, though single readings can be large; an effect the other way counts as inactive or inconclusive. Potency is the fitted concentration of half-maximal effect. This is a subset (hit frequency here may not be typical).

1	CC(C)(C)c1cc(CCC(=O)NCc2cccnc2)cc(C(C)(C)C)c1O
2	O=C(CSc1nc2ccsc2c(=O)n1Cc1ccccc1F)NCc1ccccc1Cl
3	Cc1nn(C)c2c1c(-c1ccccc1)cc(=O)n2C(C)C(=O)NCc1ccc(F)cc1 (stereo unspecified)
4	Nc1nonc1-n1nnc(C(=O)N/N=C/c2cccnc2)c1CSc1ccccc1
5	Cc1oc(-c2ccccc2Cl)nc1CN(Cc1ccccn1)C[C@@H]1CCC(=O)N1
6	CS(=O)(=O)c1ccc2nc(NC(=O)c3ccc(NS(=O)(=O)c4ccc(F)c(F)c4)cc3)sc2c1
7	Cc1cc(C)c(-c2csc(NC(=O)C3=COCCO3)n2)c(C)c1
8	COc1ccc(NS(=O)(=O)c2ccc(NC(=S)NC(=O)c3cccnc3)cc2)nn1
9	CN(CC(=O)Nc1ccccc1C(=O)NC1CC1)Cc1ccc(N(C)C)cc1
10	C/C(=N\NC(=O)c1cc(Br)ccc1O)c1cccs1
entry no.,1,2,3,4,5,6,7,8,9,10
Pol eta inh,-10%,-4%,-10%,3%,2%,-9%,-18%,-18%,-20%,8%
Anesthetic bind,-6%,3%,-22%,-13%,-7%,-10%,/,-7%,/,-20%
Pol beta inh,?,-8%,2%,-1%,76%[activator],3%,/,-2%,/,-11%
BLM helicase inh,-14%,-5%,-3%,-12%,-4%,-12%,/,1%,/,23%
Pol iota inh,-22%,13%,-13%,1%,9%,4%,26%,43%[activator],24%,29%
Pol kappa inh,-17%,0%[60.1 µM],-6%,-16%,-8%[60.1 µM],-15%,5%,-3%,-9%,-4%
APEX1 inh,-2%,/,/,-7%,5%,-6%,38%,-4%,24%,3%
G9a inh,/,4%[59 µM],3%[59 µM],53%[activator],-12%[0.501 µM],/,?,28µM*,0%[59 µM],0%
BAZ2B block,?,-3%,-14%,-12%,-16%,?,-21%,-30%,-30%,-23%

11	O=C(c1ccc(NS(=O)(=O)c2cccs2)cc1)N1CCCCC1
12	O=C(COC(=O)c1nsc(Cl)c1Cl)NC1CCCCC1
13	CCOC(=O)c1c(-c2ccccc2)c2cc(OC)ccc2n1CCCN(C)C
14	Nc1ccc(-c2nc3cc(N)ccc3o2)cc1
15	CCOc1ccc(C(=O)N2CCC3(CC2)NCCc2[nH]cnc23)cc1
16	O=C(Nc1ccccc1C(=O)OCc1cc(=O)n2c3c(sc2n1)CCCC3)c1ccccc1
17	CC(C)c1nnc(NC(=O)C2CCN(c3cnccn3)CC2)s1
18	CCN1CCCC1CNC(=O)Cn1cccc1C(=O)c1ccccc1C (stereo unspecified)
19	O=C(Nc1ccccc1N1CCCC1)c1cc(S(=O)(=O)N2CCOCC2)ccc1Cl
20	CSc1ccccc1C(=O)Nc1nccs1
entry no.,11,12,13,14,15,16,17,18,19,20
Pol eta inh,-15%,0%,-14%,-3%,14%,-18%,2%,-4%,-4%,3%
Anesthetic bind,-8%,-10%,-5%,242%[activator],-1%,7%,0%,-11%,/,-18%
Pol beta inh,-1%,-2%,2%,29%,1%,-25%,-2%,9%,/,12%
BLM helicase inh,-13%,1%,3%,3%,1%,0%,1%,1%,/,2%
Pol iota inh,-8%,35%[activator],-11%,-5%,10%,13%,5%,6%,19%,-5%
Pol kappa inh,6%,3%,-14%,-9%,-16%,-3%[60.1 µM],-12%,-7%,-19%,-12%
APEX1 inh,1%,-20%,8%,6%,60%[activator],/,3%,-2%,41%,0%
G9a inh,?,-5%,/,/,-19%,-3%[12.7 µM],15%[59 µM],2%[2.33 µM],50µM*,?
BAZ2B block,5%,4%,1%,-6%,2%,-3%,7%,-21%,-38%,?

Reprinted at random: six records from the list.
18	CCN1CCCC1CNC(=O)Cn1cccc1C(=O)c1ccccc1C (stereo unspecified)
12	O=C(COC(=O)c1nsc(Cl)c1Cl)NC1CCCCC1
15	CCOc1ccc(C(=O)N2CCC3(CC2)NCCc2[nH]cnc23)cc1
14	Nc1ccc(-c2nc3cc(N)ccc3o2)cc1
19	O=C(Nc1ccccc1N1CCCC1)c1cc(S(=O)(=O)N2CCOCC2)ccc1Cl
16	O=C(Nc1ccccc1C(=O)OCc1cc(=O)n2c3c(sc2n1)CCCC3)c1ccccc1
entry no.,18,12,15,14,19,16
Pol eta inh,-4%,0%,14%,-3%,-4%,-18%
Anesthetic bind,-11%,-10%,-1%,242%[activator],/,7%
Pol beta inh,9%,-2%,1%,29%,/,-25%
BLM helicase inh,1%,1%,1%,3%,/,0%
Pol iota inh,6%,35%[activator],10%,-5%,19%,13%
Pol kappa inh,-7%,3%,-16%,-9%,-19%,-3%[60.1 µM]
APEX1 inh,-2%,-20%,60%[activator],6%,41%,/
G9a inh,2%[2.33 µM],-5%,-19%,/,50µM*,-3%[12.7 µM]
BAZ2B block,-21%,4%,2%,-6%,-38%,-3%

Later entries.
21	COc1ccccc1NC(=O)COC(=O)CNC(=O)c1ccc(OC)c(OC)c1
22	Cc1cccc(C)c1OCC(=O)Nc1ccc(S(=O)(=O)Nc2ccccn2)cc1
23	COc1cc2c(CCNC(C)=O)c[nH]c2cc1O
24	COc1cc(C2Nn3c(nnc3-c3ccccc3OC)S2)ccc1O (stereo unspecified)
25	COc1ccccc1C(=O)NCCC(=O)N(C)Cc1cccnc1
26	CCCCN(C)CCNC(=O)c1cc2cc3ccc(OC)cc3nc2o1
27	Oc1c(Br)cc(C2N=C(c3ccccc3Cl)NO2)cc1Br (stereo unspecified)
28	Cc1ccn2c(/C=N/OCc3cccc(F)c3)c(-c3ccc(Cl)cc3)nc2c1
29	Cc1cccc(NC(=O)CN2C(=O)NC3(CCCC3)C2=O)n1
30	CN(C)CCNC(=O)c1cc2sc3ccccc3c2s1
entry no.,21,22,23,24,25,26,27,28,29,30
Pol eta inh,-11%,-13%,-1%[57.1 µM],-12%,-17%,-17%,-2%,-13%,-15%,-6%
Anesthetic bind,-15%,-1%,/,-6%,/,81%[activator],-9%,-14%,/,-14%
Pol beta inh,-10%,4%,-13%[57.1 µM],3%,/,-1%,11%,19%,/,14%
BLM helicase inh,-1%,2%,/,6%,/,58%[activator],-2%,3%,/,74%[activator]
Pol iota inh,15%,19%,-12%[58.9 µM],?,52%[activator],16%,7%,0%,19%,48%[activator]
Pol kappa inh,-3%,-3%,6%[60.1 µM],1%,-7%,7%,-14%,-11%,-5%,4%
APEX1 inh,-2%,4%,-2%,0%,-10%,-12%,7%,?,-3%,-7%
G9a inh,-1%[12.7 µM],-23%,20µM*!,0.63µM*,10%[59 µM],-12%,36%[0.501 µM],-11%[0.0925 µM],3%,?
BAZ2B block,-8%,6%,/,-12%,11%,-16%,-27%,32%,12%,5%

31	COc1ccc(C[C@H]2CN3C(=NC[C@H]3C)N2CCNC(=O)c2ccc(C)c(Br)c2)cc1
32	COc1c(F)c(F)cc2c(=O)c(C(=O)O)cn(C3CC3)c12
33	COc1ccc(CC(=O)NCc2cccs2)cc1
34	Clc1ccc(Nc2ncn[nH]2)c(Cl)c1
35	CCOC(=O)c1c(C)c(C(=O)Nc2ccc3c(c2)OCO3)c(C)n1C
36	Cc1noc(C)c1COc1ccc(C(=O)NCC2CCCO2)cc1 (stereo unspecified)
37	O=C(CN1C(=O)NC2(CCCC2)C1=O)N1CCCSC1=Nc1ccccc1
38	CSc1ccc(CCNC(=O)C2CCCN(c3nn4c(=O)cc(C)nc4s3)C2)cc1 (stereo unspecified)
39	C[C@H](O)[C@@H](C(=O)N1CCN(C(=O)OC(C)(C)C)CC1)n1cc(CCCCNC(=O)OC(C)(C)C)nn1
40	O=C(CNC(=O)C12CC3CC(CC(C3)C1)C2)N/N=C\c1ccco1
entry no.,31,32,33,34,35,36,37,38,39,40
Pol eta inh,?,6%,-6%,-16%,-16%,2%,-15%,-6%,-8%,-3%
Anesthetic bind,-20%,6%,-5%,?,-15%,-7%,/,-18%,-8%,?
Pol beta inh,1%,12%,2%,3%,10%,35%,/,-2%,10%,11%
BLM helicase inh,1%,-4%,1%,-11%,-3%,-8%,/,-1%,-3%,-2%
Pol iota inh,-11%,101%[activator],i,97%[activator],-3%[58.9 µM],9%,12%,?,24%,16%
Pol kappa inh,12%,-4%,-20%,0%,2%,-6%,-9%,-4%,-1%,-10%
APEX1 inh,8%,-6%,2%,2%,-8%,0%,29%,60%[activator],20%,12%
G9a inh,-45%[59 µM],6%,9%[59 µM],22%[59 µM],-46%[59 µM],6%[59 µM],-32%,4%,-11%[12.7 µM],30%
BAZ2B block,-20%,?,-2%,6%,-38%,1%,-2%,7%,-10%,-9%

41	Oc1ccc2ccccc2c1-c1sc(Nc2ccccc2)n[n+]1-c1ccc(F)cc1
42	O=C(C1CC(=O)N(c2ccc(F)cc2)C1)N1CCN(c2ccccc2)CC1 (stereo unspecified)
43	CN(C)S(=O)(=O)c1ccc(C(=O)Nc2nnc(Cc3ccccc3)s2)cc1
44	Nc1nc(=S)c2ncn([C@@H]3O[C@H](CO)[C@@H](O)[C@H]3O)c2[nH]1
45	CC(C)n1nc(C(=O)Nc2cccc(S(=O)(=O)NCc3ccco3)c2)c2ccccc2c1=O
entry no.,41,42,43,44,45
Pol eta inh,7%,-5%,-8%,-3%,-3%
Anesthetic bind,-20%,-5%,-9%,/,0%
Pol beta inh,9%,1%,1%,/,10%
BLM helicase inh,-11%,-1%,-2%,/,-7%
Pol iota inh,22%,20%,9%,-4%,-2%
Pol kappa inh,-5%,4%,-10%,8%,-12%
APEX1 inh,17%,27%,1%,19%,-5%
G9a inh,40µM*,56%[activator],-48%[12.7 µM],1.8µM*,1%[12.7 µM]
BAZ2B block,?,-1%,7%,?,-15%
